NTR1 ag – agonists of NTR1, primary screen, imaging, U2OS cells, beta-arrestin-GFP, high content (AID 493036); hit rate 0.17% among 330,000; activation, % at 20 µM; NTR1-U2OS beta-arrestin-GFP spot imaging, agonist mode; P30989;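 active = activation at or above 40% of the spot to cytoplasm intensity ratio, with at least 20 cells analyzed; inconclusive = wells under 20 cells, flagged as cytotoxic or low count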;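 also: 0% = DMSO without peptide and 100% = 100 nM NTR1 peptide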
Target sequence (P30989 whole entry, looked up): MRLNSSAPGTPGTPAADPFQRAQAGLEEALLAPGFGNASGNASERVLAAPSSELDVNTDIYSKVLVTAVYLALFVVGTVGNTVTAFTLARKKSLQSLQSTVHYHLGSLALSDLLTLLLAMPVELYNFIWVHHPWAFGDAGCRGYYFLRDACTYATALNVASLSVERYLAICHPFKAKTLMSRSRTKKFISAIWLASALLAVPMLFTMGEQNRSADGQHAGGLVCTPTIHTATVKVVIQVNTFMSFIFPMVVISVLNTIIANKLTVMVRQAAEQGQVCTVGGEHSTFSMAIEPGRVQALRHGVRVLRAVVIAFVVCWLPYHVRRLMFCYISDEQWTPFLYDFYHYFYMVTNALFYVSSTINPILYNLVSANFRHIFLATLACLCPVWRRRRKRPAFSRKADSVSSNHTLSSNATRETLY
MgcRacGAP inhibition – MgcRacGAP GTPase-activating activity inhibitors, confirmation, biochemical, ADP Hunter fluorescence | hit rate 0.6% among 340,000 | AID 624330 | inhibition, % at 30 µM; hits with a dose series show IC50 in µM | MgcRacGAP-stimulated Rac1 GTP hydrolysis, ADP Hunter fluorescence; higher % means a stronger effect; GST-tagged Rac1 F28L mutant substrate;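 active = first-screen hits whose inhibition reached a set limit at any dose in the follow-up dose series; inconclusive = inhibition above the set first-screen limit but never retested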;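 also: fluorescence reports GDP produced by GAP-driven GTP hydrolysis; strong numbers were not always called active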
Large T inhibition – SV40 large T antigen inhibitors, biochemical (AID 1903); hit rate 0.39% among 310,000; SV40 large T antigen ATPase/helicase inhibition assay; higher % means a stronger effect; inhibition, % at 20 µM; hits with a dose series show IC50 in µM; in the data active = a potency from the dose series; inconclusive = inhibition mostly from about 32% at the one dose, without a potency; inactive = the rest, 99 in 100 with inhibition below about 32%; also: strong numbers were not always called active
RSV antiviral HEp-2 – inhibition of RSV-induced cytopathic effect – HEp-2 cells, primary 10 µM value included (AID 2391); CPE inhibition, % at 10 µM; hits with a dose series show IC50 in µM; hit rate 0.13% among 310,000; HEp-2 cells, RSV-induced CPE inhibition; higher % means a stronger effect; in the data active = a potency from the dose series; inconclusive = CPE inhibition mostly from about 23% at the one dose, without a potency; inactive = the rest, 99 in 100 with CPE inhibition below about 21%; also: strong numbers were not always called active
PhoP inhibition – inhibitors of PhoP regulon expression, primary screen, Salmonella Typhimurium, GFP reporter (AID 1863); S. Typhimurium PhoP-regulated promoter GFP reporter, 4 h; higher % means a stronger effect; inhibition, % at 50 µM; hits with a dose series show IC50 in µM; hit rate 0.16% among 300,000;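 active = inhibition over 29.93%, a cutoff 3 SD above the screen mean, later confirmed by dose response; inconclusive = inhibition over 29.93% but no dose response follow-up; inactive = inhibition at most 29.93% or unconfirmed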;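 also: 0% = low Mg2+ inducing control and 100% = high Mg2+ repressing control; strong numbers were not always called active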
Dengue-2 NS5 capping – flavivirus cap methylation enzyme inhibition – biochemical, confirmation dose response, primary screen (AID 588689) | Dengue-2 NS5 methyltransferase capping enzyme assay, biochemical; higher % means a stronger effect | one-dose inhibition, % at 25 µM; IC50 in µM for titrated hits | hit rate 0.3% among 340,000; in the data active = a potency from the dose series; inconclusive = inhibition above about 29% without an active follow-up result
West Nile virus CPE – inhibition of WNV-induced cytopathic effect – cell-based, CPE readout (AID 1621) | West Nile virus-infected cells, CPE inhibition; higher % means a stronger effect | one-dose CPE inhibition, % at 10 µM; IC50 in µM for titrated hits | hit rate 0.02% among 290,000; in the data active = a potency from the dose series; inconclusive = CPE inhibition mostly from about 3.7% at the one dose, without a potency; inactive = the rest, 99 in 100 with CPE inhibition below about 2.2%; also: strong numbers were not always called active
UTI89 phage lysis – protection from phage-mediated lysis, alamar blue read-out – E. coli UTI89, K1F phage, bacterial capsule biogenesis inhibitors (AID 488966); E. coli UTI89 K1F phage lysis, alamar blue, 2 h; higher % means a stronger effect; one-dose inhibition, % at 100 µM; IC50 in µM for titrated hits; hit rate 0.02% among 340,000;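 active = phage lysis inhibition, versus mean bacterial control, above a set limit; inconclusive = no clear call, values can overlap the other calls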;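 also: capsule biogenesis inhibitors block K1F phage lysis so surviving cells raise fluorescence; higher fluorescence means more inhibition of phage lysis; actives were called in the ten point dose series up to 300 µM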
T cell HTS – T cell immune modulators affecting CD8 T cell-vesicle binding; 2C CD8+ T cell-vesicle binding, flow cytometry; hits give low values; calls only at 7 µM; hit rate 0.068% among 330,000;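 active = response, share of CD8 T cells binding vesicles, and their 90th percentile fluorescence all below set limits, cut at about 80% in these data, passing the limit was not always enough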
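Test system: purified 2C TCR transgenic mouse naive CD8+ T cells. Probe or stimulus: QL9-peptide-loaded Drosophila micro-vesicles bearing Ld, ICAM-1 and B7-1. Incubation: binding step 1.5 h, 37 °C, antibody labelling 20 min, ice. Measured by: flow cytometry of vesicle-bound cells.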
T cell HTS vesicle-bound % – also measured in T cell HTS; calls as there; double positive events, %; measured here: CD8+ vesicle-bound cell fraction;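 binding gate set so that unloaded-vesicle control wells show 10% double positive cells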
NTR1 ag cell count 20 µM – further read-out of NTR1 ag, marked with its call; cell count; measured here: cell count, cytotoxicity flag
* = called active by the depositor; i = inactive; ? = inconclusive; / = no result given; [ ] = another dose, or the depositor's remark.

SMILES	NTR1 ag	NTR1 ag cell count 20 µM	MgcRacGAP inhibition	Large T inhibition	RSV antiviral HEp-2	PhoP inhibition	Dengue-2 NS5 capping	West Nile virus CPE	UTI89 phage lysis	T cell HTS	T cell HTS vesicle-bound %
CC1(C)CC(=O)c2sc(NC(=O)C(C)(C)C)nc2C1	2.4	49	3%	7%	1.7%	-9%	-5%	-0.5%	0.5%	i	51
O=C(CSCC(=O)OCn1nnc2ccccc2c1=O)Nc1ccc(Cl)cc1	0.0	47	7%	7%	0.0%	2%	-3%	/	-1.3%	i	48
Cc1ccc(C(C2=C(O)CC(C)(C)CC2=O)C2C(=O)CC(C)(C)CC2=O)s1 (stereo not given)	5.1	87	63µM*	6%	-0.3%	17%	29µM*	0.7%	0.0%	i	10
COc1cccc2c(SCC(=O)N/N=C/c3ccc(O)cc3O)cc(C)nc12	0.3	90	28%	11%	/	14%	-3%	-0.3%	-0.1%	/	/
CCOC(=O)c1c(NC(=O)CN2C(=O)NC(C)(c3ccc(Cl)cc3)C2=O)sc(C(=O)NC)c1C (stereo not given)	8.8	46	7%	10%	1.7%	-10%	-2%	-0.5%	3.2%	i	36
CC(C)(C)c1cccc(C2(O)C(=O)c3ccccc3C2=O)c1O	1.2	54	-2%	5%	/	-3%	-1%	-0.7%	-2.1%	i	26
OC1(c2ccccc2)CNCCc2ccccc21 (stereo not given)	-0.1	90	-3%	3%	0.4%	-2%	0%	0.0%	-0.8%[50 µM]	i	35
O=C(CN(Cc1ccccc1Cl)C(=O)c1csnn1)NCc1ccc(F)cc1	-0.3	47	12%	3%	0.7%	-1%	2%	-0.7%	0.0%	i	26
O=C(COc1cccnc1[N+](=O)[O-])N1CCc2ccccc2C1	-1.3	78	9%	10%	1.1%	-4%	5%	-0.7%	-0.1%	i	22
COc1ccc(/C=C/C(=O)N2CCCC2)cc1OC	0.8	28	-29%	17%	-1.4%	-7%	-15%	0.5%	0.0%	i	25
Cc1cnc(C(=O)OCC(=O)Nc2cccc(Cl)c2)cn1	-0.4	52	7%	4%	-1.1%	-8%	-2%	-0.1%	2.1%	i	10
c1ccc(N2CCN(Cc3cnc(N4CCOCC4)s3)CC2)cc1	3.2	49	-3%	6%	8.9%	2%	-4%	-0.3%	-0.4%	i	64
CC(C)NC(=O)c1n[nH]c(=O)c2ccccc12	-4.7	90	-10%	9%	0.6%	2%	-4%	-0.1%	1.8%	i	28
O=C(CSc1nc2c(cnn2-c2ccccc2)c(=O)[nH]1)N1CCOCC1	0.8	69	14%	11%	-0.1%	0%	-3%	0.2%	0.9%	i	57
Cc1ccc(CNS(=O)(=O)c2cc3c(cc2C)N(C)CCO3)cc1	1.6	48	9%	10%	1.2%	/	-6%	-1.2%	-0.9%	i	16
O=C(Cc1cccs1)NCc1cccc(Br)c1	-0.7	96	7%	1%	-0.1%	11%	-5%	-0.3%	1.6%[50 µM]	i	24
Cc1[nH][nH]c(=O)c1C(c1ccc(-c2ccc(C(=O)O)cc2)o1)c1c(C)[nH][nH]c1=O	/	/	5%	15%	/	6%	92µM*	1.2%	-1.2%	/	/
CCS(=O)(=O)N1Cc2ccccc2CC1C(=O)Nc1nc2ccccc2s1 (stereo not given)	5.0	68	-5%	32%	1.0%	2%	-3%	0.5%	-0.5%	i	69
CCOc1ccc2nc(NCCNC(=O)Nc3ccccc3)c(C#N)cc2c1	/	/	8%	13%	-1.6%	-7%	-5%	-0.4%	0.6%	i	37
CC(C)(C)c1cc(/C=C2\NC(=O)NC2=O)cc(C(C)(C)C)c1O	10	75	8%	6%	?	5%	-5%	0.5%	0.6%	i	54
Oc1ccc(Br)cc1/C=N/Nc1ccccn1	1.3	76	8%	6%	-1.5%	3%	2%	?	-1.6%[50 µM]	i	38
Cc1ccc(CCN2C(=O)CCC2(C)C(=O)NC2CCCC2)cc1 (stereo not given)	-0.5	54	3%	-2%	0.5%	-7%	1%	/	-0.3%	i	26
CCN(CC)c1ccc(NS(=O)(=O)c2ccc3c(c2)oc(=O)n3C)c(C)c1	-0.6	94	?	32%	4.3%	8%	-1%	-0.1%	-0.2%	i	19
N#Cc1c(-c2ccc(Cl)cc2)ccn2nc(C3CCCCC3)nc12	-5.0	76	4%	2%	6.8%	23%	-11%	-0.5%	2.6%	i	37
CSCC[C@H](NC(=O)OC(C)(C)C)C(=O)N/N=C/c1cccc2cccnc12	-0.6	56	5%	3%	3.6%	-3%	9%	-0.7%	0.2%	i	36
CC(NC(=O)c1cnc2ccccc2n1)c1ccccc1 (stereo not given)	-0.7	42	8%	14%	1.5%	-4%	15%	-0.4%	0.3%	i	27
Oc1ccc(Br)cc1CNc1cnc2ccccc2c1	6.2	61	-6%	9%	3.3%	-1%	-12%	-1.0%	0.1%	i	23
Clc1ccc(-c2cc(COc3ccc4ccccc4c3)no2)cc1	0.3	42	0%	-2%	1.5%	4%	-10%	/	-0.4%	i	47
CCCCOCCCNC(=O)Cc1ccccc1OC	-0.2	49	-1%	11%	1.3%	4%	-5%	-0.8%	0.5%[50 µM]	i	25
CCn1c(CCNC(=O)c2ccc(OC)cc2)nnc1SCC(=O)Nc1ccccc1F	0.3	63	0%	3%	1.2%	3%	1%	0.1%	0.3%	i	51
COc1cc(CC(=O)NCC2CCCCC2)cc(OC)c1OC	0.8	81	3%	-1%	11%	1%	-4%	1.0%	0.1%	i	48
CC1CCCCC1NC(=O)NC(=O)COC(=O)c1nccnc1N (stereo not given)	0.9	47	2%	/	/	/	-5%	/	11%	i	51
O=C(N/C(=C\c1cccnc1)c1nc2ccccc2[nH]1)c1cccc(Br)c1	-0.7	43	1%	14%	0.5%	3%	7%	-0.6%	-6.3%	i	30
CCC(C)(C(=O)NC1CCCC1)N(C)C(=O)c1ccccn1 (stereo not given)	-0.2	59	-5%	-6%	0.7%	7%	-30%	0.8%	0.4%	i	49
COc1cc(-n2nnnc2SCC(=O)N2CCN(c3ccc(F)cc3)CC2)c(OC)cc1Cl	/	/	9%	4%	/	-8%	-1%	-0.1%	0.2%	/	/
CCOC(=O)C1(C)Oc2ccc(S(=O)(=O)CC)cc2NC1=O (stereo not given)	0.9	59	4%	19%	2.6%	-1%	-5%	0.1%	0.2%	i	52
CNC(=O)CSc1nnc(-c2ccccc2)n1C	1.1	49	4%	4%	1.1%	2%	-7%	0.4%	0.1%	i	34
S=C(NC1CCCCC1)NN(c1ccccc1)c1ccccc1	5.5	49	11%	4%	4.7%	7%	-2%	0.3%	i	i	26
COc1ccc(S(=O)(=O)Nc2cc(C)nn2-c2ccccc2)cc1	-1.0	56	4%	4%	0.5%	-8%	-1%	-0.1%	1.4%	i	7
CCC(=O)Nc1ccc(S(=O)(=O)N2CCc3ccccc32)cc1	-0.1	103	11%	20%	11%	-4%	-2%	-0.6%	0.0%	i	50
CC(NC(=O)CCNC(=O)c1ccc(Br)cc1)c1ccc(-n2ccnc2)cc1 (stereo not given)	-0.2	66	2%	5%	1.4%	-10%	-5%	/	1.2%[50 µM]	i	49
Cc1ccc(NC(=O)/C(C#N)=C/c2cn(CC(=O)NCc3ccco3)c3ccccc23)cc1C	18	54	5%	14%	1.1%	-7%	-14%	0.0%	1.1%	i	55
O=C(CSc1nnc2c(Cl)cc(Cl)cn12)N1CCOCC1	0.8	71	8%	13%	0.0%	2%	4%	-0.4%	-1.0%	i	57
O=P(OC1CCCCC1)(OC1CCCCC1)C(O)c1ccccc1 (stereo not given)	-0.1	92	-1%	-4%	-1.6%	2%	-3%	-0.9%	-0.4%	i	31
O=C(c1ccc(-n2cncn2)c([N+](=O)[O-])c1)N1CCN(S(=O)(=O)c2ccc(Cl)cc2)CC1	-0.6	63	-3%	20%	-0.7%	1%	1%	-0.9%	-0.1%	i	11
Clc1cc(Sc2ccc(Br)cc2)nnc1-c1ccccc1	5.0	71	8%	10%	2.7%	-11%	-7%	-0.1%	0.4%[50 µM]	i	54
Nc1nc(SCC(=O)c2cc(F)ccc2F)n[nH]1	0.3	45	7%	8%	0.7%	-2%	4%	0.6%	0.2%	i	12
CC(=O)C1=C(O)C(=O)N(Cc2cccnc2)C1c1ccc(C)cc1 (stereo not given)	-1.2	58	/	3%	/	-1%	/	-0.4%	/	/	/
CCn1c(SCC(N)=O)nnc1-c1ccco1	0.8	46	-6%	19%	2.2%	7%	-3%	0.4%	-0.5%	i	53
COC(=O)c1cccc(N2C(=O)C(Cl)=C(N3CCOCC3)C2=O)c1	-1.5	77	14%	14%	0.6%	6%	24µM*	-0.5%	-0.1%	i	13

(continued)
SMILES	NTR1 ag	NTR1 ag cell count 20 µM	MgcRacGAP inhibition	Large T inhibition	RSV antiviral HEp-2	PhoP inhibition	Dengue-2 NS5 capping	West Nile virus CPE	UTI89 phage lysis	T cell HTS	T cell HTS vesicle-bound %
CCOC(=O)c1ccc(NC(=O)CC2C(=O)N(c3ccc(F)cc3)C(=O)N2CCC(C)C)cc1 (stereo not given)	3.9	54	-1%	4%	8.7%	4%	-5%	-0.9%	-0.9%	i	27
O=C(CN1C(=O)NC2(CCOc3ccccc32)C1=O)NCc1ccc(F)cc1 (stereo not given)	1.9	54	-1%	/	0.9%	/	-4%	/	0.6%[50 µM]	i	51
COc1ccc(S(=O)(=O)N2CCC(C)CC2)cc1N(C)S(=O)(=O)c1ccccc1	1.0	54	2%	14%	15%	2%	0%	-0.1%	0.2%	i	58
CC(C)Cc1cc(C(=O)Nc2cccc(O)c2)no1	0.1	55	-3%	14%	-0.8%	-5%	-4%	0.0%	1.9%[50 µM]	i	51
NC(=O)CSc1cn(Cc2ccccc2)c2ccccc12	2.1	30	3%	1%	12%	-8%	-7%	-0.7%	0.6%	i	19
CC(C)CC(NC(=O)C1CCC(C)CC1)C(=O)Nc1ccc2c(c1)OCCO2 (stereo not given)	1.8	45	8%	7%	-0.8%	-11%	-4%	-0.8%	8.4%	i	40

Source: PubChem BioAssay
